From PubChem BioAssay
697 NFkB inh – lowers PMA/ionomycin-induced NF-kB signal in 697 B cells; 330,000 compounds, 0.33% hits; inhibition, % at 4 µM; 697 B-cell NF-kB luciferase reporter, 16 h; in the data active = inhibition above about 35%
Mdm2-MdmX inh – human Mdm2/MdmX binding inhibition; SaOS-2 split-luciferase Mdm2/MdmX complementation, luminescence; inhibition, % at 8 µM; 330,000 compounds, 3% hits;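 active = inhibition of at least 50% at 8 µM in the primary screen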
Gli-Sufu block – antagonists of Gli-Sufu signaling | Sufu-KO-LIGHT fibroblasts, Gli luciferase reporter luminescence | inhibition, % at 5 µM | 340,000 compounds, 0.74% hits | AID 588413;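 active = inhibition above about 55%, limit read from the data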;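 note: 0% = DMSO-treated cells and 100% = wells with medium but no cells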
CXCR6 inh – CXCR6 (human) receptor inhibition; O00574; CHO-K1 PathHunter CXCR6 beta-arrestin, luminescence; inhibition, % at 20 µM; 360,000 compounds, 0.36% hits; AID 602244; in the data active = inhibition above about 34%, passing the limit was not always enough;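 note: antagonist mode with CXCL16 agonist at 10 nM final; 0% = 10 nM CXCL16 with DMSO and 100% = unstimulated wells without agonist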
Target sequence (O00574 whole entry, looked up): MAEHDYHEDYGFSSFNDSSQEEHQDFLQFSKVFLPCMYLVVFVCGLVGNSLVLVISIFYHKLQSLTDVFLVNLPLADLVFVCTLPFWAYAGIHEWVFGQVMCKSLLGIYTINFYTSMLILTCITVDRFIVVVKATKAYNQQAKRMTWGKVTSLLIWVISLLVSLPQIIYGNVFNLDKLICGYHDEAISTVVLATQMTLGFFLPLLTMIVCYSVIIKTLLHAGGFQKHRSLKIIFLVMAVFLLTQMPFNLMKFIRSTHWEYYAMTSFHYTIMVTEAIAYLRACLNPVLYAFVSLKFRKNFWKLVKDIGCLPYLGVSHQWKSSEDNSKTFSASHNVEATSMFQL
Jurkat NFkB inh – inhibitors of the PMA/ionomycin-induced NF-kB reporter in Jurkat cells | AID 435003 | inhibition, % at 4 µM | PMA/ionomycin-induced NF-kB luciferase reporter, luminescence | 330,000 compounds, 0.53% hits; in the data active = inhibition above about 50%
CCR6 antag – antagonists of human CCR6 receptor; AID 493098; 340,000 compounds, 0.49% hits; CHO-K1 CCR6 PathHunter beta-arrestin, luminescence, CCL20-stimulated; inhibition, % at 20 µM; P51684;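 active = compounds whose inhibition of the agonist-driven luminescence signal at 20 µM reaches about 50%, limit read from the data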;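 note: cells stimulated with CCL20 at 14 nM final; plate controls were DMSO with CCL20 for no effect and DMSO without agonist for full effect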
Target sequence (P51684 whole entry, looked up): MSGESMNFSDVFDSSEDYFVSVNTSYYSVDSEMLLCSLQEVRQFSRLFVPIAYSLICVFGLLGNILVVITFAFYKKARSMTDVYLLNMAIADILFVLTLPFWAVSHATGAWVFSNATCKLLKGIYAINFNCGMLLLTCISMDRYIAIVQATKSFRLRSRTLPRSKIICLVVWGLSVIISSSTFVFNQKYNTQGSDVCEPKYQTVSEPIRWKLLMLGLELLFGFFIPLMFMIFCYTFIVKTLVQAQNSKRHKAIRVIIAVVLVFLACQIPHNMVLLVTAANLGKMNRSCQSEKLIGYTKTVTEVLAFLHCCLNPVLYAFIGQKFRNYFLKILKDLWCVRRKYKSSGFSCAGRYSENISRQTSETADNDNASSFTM
XBP1 UPR activ – adaptive UPR (XBP1) activation | CHO-XBP1 luciferase reporter, IRE1-XBP1 UPR activation, luminescence; percent of tunicamycin response, DMSO as zero | activation, % at 20 µM | 330,000 compounds, 0.33% hits | AID 463104;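 active = versus positive control, 20 µM dose yields 30% or more activation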;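 note: 100% = tunicamycin at 10 µg/mL and 0% = DMSO only wells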
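Material: IRE1-XBP1 luciferase reporter CHO line / Quantity: one thousand reporter cells per well / Buffer or medium: F12 with 10% serum / Compound: 20 µM single concentration, DMSO 1% / Times: 6 h treatment, 37 °C / Detection: Steady-Glo luciferase glow luminescence, 10 min after reagent addition / Benchmarks: tunicamycin high, DMSO low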
UPR CHOP act – activators of apoptotic arm of unfolded protein response (CHOP); CHO-CHOP luciferase reporter, UPR activation, luminescence; percent of tunicamycin response over DMSO baseline; activation, % at 10 µM; 330,000 compounds, 0.34% hits; AID 449763;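 active = at 10 µM dose, activation of 40% or more, normalized to positive control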;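 note: 100% = tunicamycin at 10 µg/mL and 0% = DMSO alone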
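System: CHO-CHOP luciferase reporter cell line | Buffer or medium: F12 medium containing 10% fetal bovine serum | Doses: One dose, 10 µM in 0.5% DMSO | Times: 6 h compound exposure at 37 °C after overnight seeding | Signal: Luciferase luminescence | Read-out: % activation vs tunicamycin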
EBI2 block – blocks human EBI2 receptor beta-arrestin signaling | P32249 | EBI2 beta-arrestin recruitment, luminescence, 7a,25-OHC stimulated | inhibition, % at 5 µM | 360,000 compounds, 0.81% hits; in the data active = inhibition above about 38%;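 note: enzyme fragment complementation signal reports receptor beta-arrestin coupling in cells; 0% = agonist plus DMSO wells and 100% = wells without agonist; some results beyond the cut were filed as inactive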
Target sequence (P32249 whole entry, looked up, the tested form may be a part): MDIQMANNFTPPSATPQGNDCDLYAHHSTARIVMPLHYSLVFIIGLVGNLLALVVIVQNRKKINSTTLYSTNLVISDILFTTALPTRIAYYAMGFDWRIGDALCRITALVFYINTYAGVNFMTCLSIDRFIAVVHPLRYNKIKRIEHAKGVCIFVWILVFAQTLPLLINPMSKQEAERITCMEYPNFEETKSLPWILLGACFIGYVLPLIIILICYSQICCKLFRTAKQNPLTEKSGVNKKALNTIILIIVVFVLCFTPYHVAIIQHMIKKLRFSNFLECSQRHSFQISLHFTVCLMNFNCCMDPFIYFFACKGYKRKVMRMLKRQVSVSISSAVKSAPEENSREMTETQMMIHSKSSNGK
* hit, by the source's call; . = no result given.

SMILES	697 NFkB inh	Mdm2-MdmX inh	Gli-Sufu block	CXCR6 inh	Jurkat NFkB inh	CCR6 antag	XBP1 UPR activ	UPR CHOP act	EBI2 block
CCOC(=O)c1sc2nc(CC(=O)OC)nc(NCCN(CC)CC)c2c1C	8	7	2	0	4	14	0	-0.6	1
O=C(NNc1nc2ccccc2s1)c1ccccc1F	-22	15	-34	-1	-8	-1	3	-2.5	-3
CC(C)(C)OC(=O)C[C@H]1C/C=C\C[C@H](CC(=O)N(CCO)Cc2ccccc2)C(=O)NC[C@H](c2ccccc2)OC1=O	1	14	9	20	12	15	0	-0.2	10
COC(=O)c1cn(C(=O)c2ccco2)c2ccccc12	12	-5	-6	1	-2	0	-4	0.1	-2
Nc1c(-c2ccc(Cl)cc2)cnc2c(-c3ccccc3)cnn12	-267	-46	-112	2	-172	-4	-4	5.5	13
CCCn1c(C2CC(=O)N(c3ccc(C)cc3)C2)nc2ccccc21 (stereo unspecified)	-5	4	13	-2	-11	-6	2	-0.9	2
CCCN1CCN(C(=S)Nc2ccc([N+](=O)[O-])cc2)CC1	0	-13	4	-4	8	-17	-1	1.9	-13
CCCc1c(O)nc(SCC(=O)NCCc2ccc(OC)c(OC)c2)[nH]c1=O	14	1	-2	-17	2	-2	-2	-1.1	2
CCN(CC)C(=O)c1ccccc1NC(=O)CN1C(=O)c2ccccc2C1=O	13	21	-1	-8	-2	5	-1	-1.5	-14
O=C(CN1CCN(Cc2ccccc2)CC1)N1CCCc2c1c(=O)oc1ccc(O)cc21	.	.	1	0	.	4	.	.	12
CN(C)C(CNS(=O)(=O)c1ccc(Cl)cc1)c1cccnc1 (stereo unspecified)	-4	-23	-1	7	13	5	0	1.2	-1
CCn1c(SCC(=O)N2CCCC2)nnc1-c1ccc(N)cc1	18	-8	6	3	-2	-3	-2	-4.2	1
O=C(COc1ccc(Br)cc1)Nc1nnc(C2CC2)s1	24	7	13	12	2	8	-2	3.1	2
CC(CCc1ccccc1)NC(=O)CCCCCNc1nc(=S)[nH]c2ccccc12 (stereo unspecified)	16	23	.	.	3	.	-2	0.4	.
Cc1cc(N2CCN(C)CC2)nc2ccc(NC(=O)CCC(=O)NCCC(C)C)cc12	7	-15	13	1	-10	7	-2	1.6	7
COC(=O)c1cc(Br)c(=O)n(CCN(C(C)C)C(C)C)c1	18	-16	7	0	-8	-1	-4	0.3	-1
CCOC(=O)C1=C(COC(=O)c2cccc(Br)c2)NC(=O)NC1C (stereo unspecified)	15	-18	-11	-5	7	2	1	0.6	-10
O=C(NCc1ccccc1)C1CCCN1S(=O)(=O)c1cccc2cccnc12 (stereo unspecified)	-8	3	2	-2	2	-5	-3	-1.8	-3
Cc1cc2nc(-c3ccc(SCC(=O)N4CCc5ccccc54)nc3)[nH]c2cc1C	-313	98*	-94	3	-126	-3	10	5.9	26
C=CCC[C@@H](Cc1ccc(F)cc1)C(=O)OC[C@@H](NC(=O)[C@@H](CC=C)CC(=O)N(CCO)Cc1ccccc1)c1ccccc1	5	88*	-7	29	10	22	10	12	12
CNC(=O)/C=C1\NC(C)(C)Cc2ccccc21	-16	-34	3	7	-17	3	-2	-0.6	-16
COc1ccc(NC(=O)CN(C)C(=O)Cc2c(C)nc3ccccc3c2C)cc1	-52	8	-6	-9	16	6	2	-0.3	4
COc1cccc(-c2csc(N3CCN(Cc4ccccc4)CC3)n2)c1	7	-7	-9	-2	-17	-10	1	-0.7	10
COc1ccc(NC(=O)c2cc(-c3ccc4c(c3)OCO4)on2)cc1OC	4	68*	-10	1	-6	15	2	0.9	2
CCc1nc(Nc2ccccc2)c2oc3ccccc3c2n1	-10	26	-2	-3	15	4	2	-1.8	-4
CCOC(=O)C1CCN(C(=O)COc2ccc3c(C)cc(=O)oc3c2)CC1	0	16	-8	-2	3	1	-4	0.4	2
Nn1c(SCc2ccccc2F)nnc1-c1ccccn1	-92	-58	-48	3	-68	4	3	4.6	-4
Cc1ccc(NC(=S)/N=C(\N)Nc2nc(C)c3cc(C)c(C)cc3n2)cc1C	-6	43	33	17	21	22	0	1.9	16
Cc1cc(=O)oc2cc(OCc3nnc(-c4ccccc4Br)o3)ccc12	-22	18	-4	-6	-7	12	-4	-1.0	5
COC(=O)c1cc(N2C(=O)C3C4C=CC(CC4)C3C2=O)ccc1Cl (stereo unspecified)	3	-14	2	1	16	11	-2	-0.5	-13

Entries of single compounds, looked up by structure.
COc1ccc(NC(=O)c2cc(-c3ccc4c(c3)OCO4)on2)cc1OC as listed: 697 NFkB inh = 4; Mdm2-MdmX inh = 68*; Gli-Sufu block = -10; CXCR6 inh = 1; Jurkat NFkB inh = -6; CCR6 antag = 15; XBP1 UPR activ = 2; UPR CHOP act = 0.9; EBI2 block = 2
Cc1cc(=O)oc2cc(OCc3nnc(-c4ccccc4Br)o3)ccc12 as listed: 697 NFkB inh = -22; Mdm2-MdmX inh = 18; Gli-Sufu block = -4; CXCR6 inh = -6; Jurkat NFkB inh = -7; CCR6 antag = 12; XBP1 UPR activ = -4; UPR CHOP act = -1.0; EBI2 block = 5
COc1ccc(NC(=O)CN(C)C(=O)Cc2c(C)nc3ccccc3c2C)cc1 as listed: 697 NFkB inh = -52; Mdm2-MdmX inh = 8; Gli-Sufu block = -6; CXCR6 inh = -9; Jurkat NFkB inh = 16; CCR6 antag = 6; XBP1 UPR activ = 2; UPR CHOP act = -0.3; EBI2 block = 4

Additional results follow:
SMILES	697 NFkB inh	Mdm2-MdmX inh	Gli-Sufu block	CXCR6 inh	Jurkat NFkB inh	CCR6 antag	XBP1 UPR activ	UPR CHOP act	EBI2 block
N#CCCN(C(=O)COC(=O)c1cccc(S(=O)(=O)N2CCCC2)c1)c1ccc(F)cc1	15	28	-2	12	0	10	-7	2.9	-3
CCOc1ccc2nc(NC(=O)c3ccc(C)o3)sc2c1	-142	-367	-82	-3	-83	8	-2	5.3	8
Cc1cc(OCC(=O)N2CCN(c3ncccn3)CC2)ccc1Cl	-22	2	1	-7	17	-9	0	2.1	87*
COC(=O)C(Cc1ccc(OC(=O)c2ccc(Cl)cc2)cc1)N1Cc2ccccc2C1=O (stereo unspecified)	-74	-8	-48	-9	-35	9	1	5.7	23
COc1ccc(Cl)cc1NC(=O)c1cc(S(=O)(=O)N2CCCC2)cn1C	-3	11	8	4	-17	14	-1	-0.6	3
CCC(C(=O)OC)n1c(-c2ccccc2)nc2ccccc2c1=O (stereo unspecified)	12	14	3	-6	-3	9	-1	-0.6	9
COC1c2ccccc2C(=O)N1CCc1ccc(Cl)cc1 (stereo unspecified)	-2	19	-16	4	-31	10	0	2.7	-7
O=C(O)C(c1ccccc1)C1(O)CCCCC1 (stereo unspecified)	-12	-37	0	-2	-27	0	-3	-0.7	-7
CCOc1ccc(C2C(C(=O)C3CC3)N3C=C(C#N)C=CC3C2(C#N)C#N)cc1 (stereo unspecified)	17	23	.	.	-10	.	0	3.8	.
COc1ccc(N2CCN(CC(=O)Nc3cc(C)on3)CC2)cc1	5	31	5	-7	-2	6	-1	-1.7	4
CC(=O)NC(NC(=S)Nc1ccccc1Br)C(Cl)(Cl)Cl (stereo unspecified)	14	-11	0	0	-3	4	-5	-1.1	-6
O=c1c(Cl)c(NCCO)ncn1-c1ccccc1	-11	0	3	5	2	-10	-3	-0.4	-8
CC1(C)CC(=O)c2cc(OCC(=O)NCCCN3CCN(c4ccc(F)cc4)CC3)ccc2O1	-3	24	10	1	10	8	-4	0.3	-8
O=C1CC(c2ccccc2)CC(O)=C1C=NCc1ccccc1Cl (stereo unspecified)	-68	35	-3	-2	26	11	4	-1.8	-1
N/C(=N\NS(=O)(=O)c1ccccc1)c1ccccn1	-16	25	-3	-5	3	1	-1	-0.6	-14
Cc1c[n+]([O-])n(-c2ccc(C(=O)O)cc2)n1	9	12	-1	6	7	8	-4	-3.9	10
O=c1[nH]c(Cc2ccccc2Cl)nc2ccccc12	1	22	-8	0	7	-1	0	-1.3	-1
COc1ccc(C(C[N+](=O)[O-])C2(c3ccc(OC)c(OC)c3)C(=O)c3ccccc3C2=O)cc1 (stereo unspecified)	.	.	-22	29	.	59*	.	.	-22
COc1cc(NC(=O)CSc2nnc3c(C)cc4cc(C)cc(C)c4n23)c(C(=O)O)cc1OC	1	-16	1	-3	12	12	-1	1.3	5
CCOc1cc(CNCCO)ccc1OCC(=O)NC(C)(C)C	0	3	6	-4	5	-7	-4	2.9	9

The final 3 records of the section above lead into the next:
SMILES	697 NFkB inh	Mdm2-MdmX inh	Gli-Sufu block	CXCR6 inh	Jurkat NFkB inh	CCR6 antag	XBP1 UPR activ	UPR CHOP act	EBI2 block
COc1ccc(C(C[N+](=O)[O-])C2(c3ccc(OC)c(OC)c3)C(=O)c3ccccc3C2=O)cc1 (stereo unspecified)	.	.	-22	29	.	59*	.	.	-22
COc1cc(NC(=O)CSc2nnc3c(C)cc4cc(C)cc(C)c4n23)c(C(=O)O)cc1OC	1	-16	1	-3	12	12	-1	1.3	5
CCOc1cc(CNCCO)ccc1OCC(=O)NC(C)(C)C	0	3	6	-4	5	-7	-4	2.9	9
O=C1C2C(c3ccccc3)=NN(c3ccccc3)C2C(=O)N1c1ccccc1 (stereo unspecified)	7	-16	47	-2	9	8	0	0.5	5
CCc1ccccc1NC(=O)CCS(=O)(=O)c1ccc(C)cc1	-3	-9	-3	1	-13	-1	3	0.8	3
O=C1CCCN1c1ncc(S(=O)(=O)c2ccc([N+](=O)[O-])cc2)s1	2	0	3	-12	3	-20	1	1.0	-7
N#Cc1cccc(CS(=O)(=O)c2ccc(Cl)cc2)c1	5	2	10	4	5	4	-3	1.9	2
COC(=O)[C@@](C)(O)C1(C(=O)SC(C)(C)C)CC1	-7	-12	0	-11	3	1	-1	0.4	-1
CSc1nc(-c2ccco2)nn1S(=O)(=O)c1ccccc1	-7	-11	.	.	-6	.	-1	2.7	.
Cc1cc(C)cc(NC(=O)c2cccc(NC(=O)c3ccco3)c2)c1	-6	-12	7	-12	-25	13	-2	-0.9	1
O=C(Nc1cccc2ncccc12)C(Cl)(Cl)Cl	13	2	-12	-1	-6	7	0	-1.8	0
CNC(=S)N/N=C/c1cc(C)ccc1C	-10	25	-2	-5	-5	11	-2	0.1	-3
O=C(CCN1C(=O)[C@@H]2Cc3ccccc3CN2C1=O)NCCc1ccccc1	5	1	-3	-2	9	9	1	2.3	-3
Clc1cccc(OCCOCCN2CCNCC2)c1Cl	5	14	6	5	-1	12	-1	0.1	0

As entered above.
XBP1 UPR activ with `O=C1CCCN1c1ncc(S(=O)(=O)c2ccc([N+](=O)[O-])cc2)s1` = 1
Mdm2-MdmX inh with `CCOC(=O)C1=C(COC(=O)c2cccc(Br)c2)NC(=O)NC1C` (stereo unspecified) = -18
XBP1 UPR activ with `O=C(O)C(c1ccccc1)C1(O)CCCCC1` (stereo unspecified) = -3
Mdm2-MdmX inh with `CSc1nc(-c2ccco2)nn1S(=O)(=O)c1ccccc1` = -11
CXCR6 inh with `COc1ccc(NC(=O)c2cc(-c3ccc4c(c3)OCO4)on2)cc1OC` = 1
CCR6 antag with `O=C1CC(c2ccccc2)CC(O)=C1C=NCc1ccccc1Cl` (stereo unspecified) = 11
